# Pf apPOL inh: Pf-apPOL DNA polymerase inhibition. Recombinant Pf-apPOL, molecular beacon fluorescence, 1.5 h. inhibition, % at 10 µM. actives 0.25% (n = 210,000). AID 1794808
# mHTT-CaM PPI inh: inhibitors of human mutant huntingtin-calmodulin interaction; inhibition, % at 15 µM; AID 1671202; actives 3.6% (n = 190,000); AlphaScreen His-mHTT/GST-CaM binding, luminescence;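 also: 0% = both proteins with DMSO and 100% = one protein alone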
# Starred values were filed as active, the others as inactive; x = not tested or not shown; & = joins results of further samples. Rule as the data show it: active = inhibition above about 50%; inactive = the rest.
SMILES	Pf apPOL inh	mHTT-CaM PPI inh
O=C(CCc1conc1-c1ccccc1)NCc1cccc(F)c1	1	-13
O=C(NCCc1ccc(Cl)cc1)c1cnn2c3c(cnc12)CCCC3	-2	-1
COc1ccc(CNC(=O)C2CCN(S(=O)(=O)N3CC(C)CC(C)C3)CC2)c(OC)c1 (stereo not given)	-16	16
COc1cc(C(=S)N2CCCC2)cc(OC)c1OC	-8	0
O=C(O)c1cc(N=Cc2ccc(Br)c([N+](=O)[O-])c2)ccc1O	0	7
Nc1nnc(SC2CCCC2)s1	x	-7
FC(F)(F)C1=CC(c2ccc(Br)cc2)=NCCN1	-4	1
O=C(O)C=CC(=O)Nc1ccc(O)c(C(=O)O)c1	8	-4
Cc1cccc(CC(=O)N2CCN(c3nc(CN4CCOCC4)cs3)CC2)c1	8	25
O=C(CNS(=O)(=O)c1ccc(F)c(Cl)c1)N1CCCC1	-7	-5
O=C(CN(Cc1ccccc1)S(=O)(=O)c1cc(Cl)ccc1Cl)N1CCCC1	-4	-6
CCn1cc2c3c(cccc31)CN(C(=O)Nc1cccc(F)c1)CC2	-6	-1
Cc1nn(Cc2cccc(C(N)=O)c2)c(C)c1Br	-14	x
O=C1NC(=O)/C(=C/c2ccc(-c3cc([N+](=O)[O-])ccc3Cl)o2)S1	-1	9
Cn1ccc2c(-c3ccc(C(=O)O)cc3)cc3c(c21)C1CCC3O1 (stereo not given)	-4	0
Cc1onc(-c2ccccc2Cl)c1C(=O)NCC1(O)CCc2ccccc21 (stereo not given)	1	-16
CCC(=O)Nc1cccc(NC(=O)c2ccc(-c3ccccc3)cc2)c1	-4	3
COCCNC(=O)c1c[nH]c2ccc(S(=O)(=O)N(C)c3c(C)cccc3C)cc2c1=O	-7	10
O=S1(=O)CCC(S(=O)(=O)NCc2ccco2)C1 (stereo not given)	-2	2
O=C(c1ccc(Cl)cc1)n1cc(Sc2ccc(Cl)cc2)c(-c2ccc(Cl)cc2)n1	-4&5	x
COc1ccc(C(CCN2CCCC(C)C2)c2c(OC)cc(OC)c3c(C)cc(=O)oc23)cc1 (stereo not given)	-8	20
Cc1noc(C2CN(CC(=O)Nc3ccc4c(c3)OCCO4)C2)n1	-5	-5
COc1ccc(NC(=O)c2cc(Br)ccc2Cl)cc1OC	-3&-3	0&15
O=[N+]([O-])c1ccccc1-n1ccnc1	x	-2
CCc1ccc(C(=O)Nc2cnc(N3CCOCC3)nc2)cc1	-13	-8
COc1cc(-c2nnn(-c3ccc(C)cc3)n2)cc(OC)c1OC	2&1	x
COc1ccc(Br)cc1C1=N/C(=C/c2ccc(Br)cc2)C(=O)O1	-5	1
Cc1cccc(-n2cc3c(c2-c2ccccc2)c(=O)n(C)c(=O)n3C)c1	-6	36
CC(=O)NC12CC3CC(C)(C1)CC(NC(C)=O)(C3)C2	4	-6
CCN(CC)CC(=O)NC1C2CC3CC(C2)CC1C3 (stereo not given)	-2	-2
CSCCC(NC(=O)c1ccccc1NC(=O)c1ccc(-c2ccccc2)cc1)C(=O)O (stereo not given)	-2	14
COc1cccc(CNC(=O)c2cnn3c(-c4ccc(C)c(C)c4)ccnc23)c1	-1	-17
CC1=C(c2ccccc2)S(=O)(=O)N=C1N1CCCN(C(=O)CC(C)C)CC1	-4	-9
Cn1c(=O)oc2ccc(S(=O)(=O)Nc3ccc4c(c3)n(C)c(=O)n4C)cc21	x	-3
CCCS(=O)(=O)c1cn2cccc(N)c2c1S(=O)(=O)CCC	-4	31
C=CCNc1nc(Nc2ccc(I)cc2)nc(OCC)n1	-5	-23
COc1cc([N+](=O)[O-])ccc1N=Cc1nc(-c2cc(OC)c(OC)c(OC)c2)oc1O	-2	2
Nc1nc2n(n1)C(c1ccc(F)cc1)CC(c1ccccc1Cl)N2 (stereo not given)	-1	34
COc1ccc(NC(=O)COc2ccc(Br)c(C)c2)cc1OC	-5	-5
CCc1ccc(C(=O)N2CCCC(c3cccc(C(=O)NC(C)C)c3)C2)cc1 (stereo not given)	-2	-2
CCC(C)Nc1ncnc2sc(C)c(S(=O)(=O)N3CCC(C)CC3)c12 (stereo not given)	-3	-22
O=C(NC1CCCC1)c1cn(-c2ccccc2Cl)nn1	-6	-2
Oc1ccc(-c2cnc3cc(F)c(F)cc3n2)c(O)c1O	x	2
COc1ccccc1-c1cc(-c2ccccc2)nc(SCC(N)=O)c1C#N	-4	10
CCCCCNC(=O)c1cccnc1SCC(=O)Nc1ccc(Br)cc1F	-4	5
COc1cc(CN2CCN(c3cccc(Cl)c3)CC2)cc(OC)c1O	-8	1
Cn1c(CNC(=O)C2CCC2)nc2c1CN(S(=O)(=O)c1ccc(Cl)s1)CC2	1	14
Cc1nn(C)c(C)c1CNC(=O)C1CCc2sc(C(=O)N3CCOCC3)cc2C1 (stereo not given)	-2	-1
O=C(Oc1ccc2c(c1)OC(=Cc1cccc([N+](=O)[O-])c1)C2=O)c1ccco1	-1	8
COc1ccc(-c2coc3c(CN4CCCC4)c(O)ccc3c2=O)cc1OC	2	0

# (continued)
SMILES	Pf apPOL inh	mHTT-CaM PPI inh
O=C(c1ccco1)N1CCN(C(=O)C2CN(S(=O)(=O)C3CC3)CC23CCCCC3)CC1 (stereo not given)	3	5
Cc1ccc(CNC(=O)Cn2c(=O)n(-c3ccc(F)c(Cl)c3)c(=O)c3sccc32)cc1	-1	4
COc1cc(Br)cc(/C=C2\NC(=O)N(Cc3ccc(Cl)cc3)C2=O)c1O	0	24
COc1ccc(NC(=O)c2noc3c2CC(C)CC3)cc1OC (stereo not given)	0	7
Cc1ccccc1CC(=O)N1CCc2c(c(-c3nc(-c4cccc(F)c4)no3)nn2C)C1	-5	8
CN(C)c1ccc(-c2nc3n(n2)C(c2ccccc2)C2=C(CCCC2=O)N3)cc1 (stereo not given)	-6	5
Nc1nc(-c2cccc([N+](=O)[O-])c2)nc2c1c(=O)oc1ccccc12	0	33
Cc1ccc(C(=O)NCCNC(=O)c2ccccc2)cc1	-1	-5
O=C(COC(=O)c1ccc(O)cc1O)c1ccc(-c2ccccc2)cc1	-13	16
Cc1noc(CNC(=O)c2ccc(OCc3nc(-c4ccco4)cs3)cc2)n1	-13	-8
CC(CN1CCCN(C)CC1)c1ccccc1 (stereo not given)	4	-7
COc1ccc(C(N)=O)cc1N	-3	-2
CN(C)S(=O)(=O)c1ccc(C(=O)N2CCCC(c3nnc(-c4cccs4)o3)C2)cc1 (stereo not given)	-6	-12
Cc1ccc(-n2nc3c(c2-n2cccc2)CN(C(=O)c2ccno2)C3)cc1C	0	49
Cn1c(=O)c2c(nc(SCc3cc4c(cc3Cl)OCO4)n2C)n(C)c1=O	-7	-4
CSc1ccccc1NC(=O)C(=O)NCC(c1ccc2c(c1)CCN2C)N1CCCC1 (stereo not given)	-5	0
CCOCCCn1c(=N)c(C#N)cc2c(=O)n3cccc(C)c3nc21	-4	0
O=C1c2ccc([N+](=O)[O-])cc2C(=O)N1Cc1cccnc1	7	4
O=C(c1ccc([N+](=O)[O-])cc1)c1ccc2c(c1)OCCCO2	-12	1
O=C1NC(=O)/C(=C/c2ccc(Br)o2)S1	-3	10
CCCCC(=O)Nc1nc2c(SC)cccc2s1	-4	-10
CCC(=O)NCc1nc2c(n1C)CN(S(=O)(=O)c1ccc(OC)cc1)CC2	-2	3
COc1ccccc1-c1nc(C2CCCN(C(=O)Cc3ccc(C)cc3)C2)no1 (stereo not given)	0	21
COc1ccc(S(=O)(=O)NC(CC(=O)NCc2ccccc2Cl)c2ccco2)cc1 (stereo not given)	6	3
Cn1nc(-c2ccc3ccccc3c2)c(=O)n(C)c1=S	-12	x
C=CCNC(=S)N(CCC#N)C1CCCCC1	6	x
C=CCN1C(=O)C(C)NC12CCN(C(=O)c1ccccc1Cl)CC2 (stereo not given)	3	2
Cc1cc2nc(Cc3cc4c(cc3Br)OCO4)c(=O)[nH]c2cc1C	-3	6
O=C(c1ccc([N+](=O)[O-])cc1Cl)N(Cc1ccccc1)Cc1ccccc1	-1	32
CC(=O)NCCOc1ccc(NC(C)=O)cc1	-6	2
CCN(CC)c1nc2n(c(=O)n1)CCN2CC	-2	-4
O=C(NCCc1cccnc1)c1ccnc(N2CCNC(c3ccccc3)C2)c1 (stereo not given)	1	-2
COc1cccc(N2CC(C(=O)NCc3cc(-c4ccc(F)cc4F)on3)CC2=O)c1 (stereo not given)	-4	39
O=C(CNC(=O)C1CCCCC1)Nc1ccc([N+](=O)[O-])cc1	-10	-1
Cc1cccc(NNC(=O)C2CCC2)c1	2&10	x
CN(C)c1cccc(C(=O)Nc2ccc3ncnc(N4CCCC4)c3c2)c1	9	76*
COc1ccc(OC)c(/C=c2\sc3nc(=O)c(Cc4ccccc4)nn3c2=O)c1	1	3
Cc1ccc2nc(-c3ccccc3F)c(NC(=O)CC(C)(C)C)n2c1	-3	23
O=C(Cc1ccccc1Cl)Nc1nc2c(s1)CN(S(=O)(=O)c1ccccc1)CC2	-5	16
CC(C)C(=O)NCCC1CCN(C(=O)c2ccc(F)cc2)CC1	3	-8
O=C(NC1CCCCCC1)N1CCOC2(CCOCC2)C1	-4	4
COc1ccc(NC(=O)c2cccc(Br)c2)cc1N1CCCC1=O	-3	-10
CC1=CC=CC2=NC(=O)CC(C)(C(=O)O)N12 (stereo not given)	-3&-6	-2&1
CN1c2ccccc2C(O)=C(C(=O)Nc2ccc(OC(F)(F)F)cc2)S1(=O)=O	1	x
COCC(=O)NCc1cccnc1-c1ccccc1	-11	-7
N#CCSc1nc2[nH]ncc2c(=O)n1-c1ccccc1Br	3	-1
CCOC(=O)C1CCN(S(=O)(=O)c2ccc(OC)c(OC)c2)CC1	0	0
N#C/C(C(N)=O)=C1/C(=O)Nc2ccc(Br)cc21	-2	20
Cc1c(C=C(C#N)S(=O)(=O)C(C)(C)C)sc2ccccc12	-4	x
CCOC(=O)C1CCN(C(=O)CN2C(=O)c3ccccc3C2=O)CC1	7	x

# Going on with the list:
SMILES	Pf apPOL inh	mHTT-CaM PPI inh
CCC1=NS(=O)(=O)c2cccnc2N1c1cccc(CC)c1	0	-2
COc1ccc(OC)c(CCNC(=O)c2csc3c2CCCCC3)c1	2	-1
Cc1ccc(CC(CC(=O)O)C(=O)NC2CCCCC2)cc1 (stereo not given)	-5	3
Cc1ccc(C)c(CSc2nc(C3CCCCC3)c(C#N)c(=O)[nH]2)c1	73*	x
COc1ccc(OC)c(CN2CCC(C(=O)N3CCOCC3)CC2)c1	-2	1
CCN(CC)c1ccc2c(c1)oc1nc(=N)c(C#N)c3[nH]c(N)c(C#N)c2c13	-1	-3
COC(CNC(=O)C(Cc1ccccc1)NS(=O)(=O)c1ccc(Cl)cc1)OC (stereo not given)	2	-9
O=S(=O)(c1ccc(F)c(Cl)c1)N1CCCC1	x	-9
Cc1nn(C)c(C)c1CNC(=O)C1CCN(c2nnc3ccc(Cl)cn23)CC1	0	0
COCCN=C1Nc2ccccc2CNC12CCN(C(=O)c1ccc(C)s1)C2 (stereo not given)	-5	25
Cc1ncoc1C(=O)Nc1ccc(Oc2ccccc2)cc1	0	-2
CC(C)(C)c1cc(-c2nc(-c3ccc(C(F)(F)F)cc3)no2)n(Cc2ccccc2)n1	17	x
O=c1nc(Nc2ccc(OC(F)(F)F)cc2)oc2ccccc12	1	x
Cc1nc2scc(C)n2c(=O)c1NC(=O)c1ccccc1Br	-1	2
O=C(O)C1CC=CCC1C(=O)Nc1cccc([N+](=O)[O-])c1 (stereo not given)	0	0
Cc1nnc(Nc2cccc(C(F)(F)F)c2)[nH]c1=O	-1	1
Cc1cc(NC(=O)CSc2nc3n[nH]c(C)c3c(=N)n2-c2ccc(Cl)c(C)c2)no1	1	48
CCOc1ccccc1N1CCN(C(=O)C2CCN(CCCc3ccccc3)CC2)CC1	-6	8
Cc1cc2oc(=O)cc(-c3ccccc3)c2c(C)c1-c1ccc(N(C)C)cc1	-5	29
COc1cccc2c1Oc1ccccc1N=C2N1CCN(C(=O)CC(C)(C)C)CC1	4	36
COc1ccc(NC(=O)N2CCC(c3cc(-c4cccc(C)c4)n[nH]3)CC2)c(OC)c1	-3	38
Cc1ccnc(NC(=O)C2CCN(S(=O)(=O)c3cccc4nsnc34)CC2)c1	-4	-4
O=C(c1ccc(F)cc1F)N1CCN(c2nc(CN3CCCC3)cs2)CC1	7	18
Cc1ccc2nc(SCC(=O)N(C)c3ccccc3)[nH]c2c1	-5	1
COc1ccc(C2SCC(=O)N2CC(=O)N(C)C)cc1OC (stereo not given)	-3	3
COc1ccc(NC(=O)C2CCN(c3cn[nH]c(=O)c3)CC2)cc1OC	-4	6
Brc1ccc(Br)c2ccccc12	5	x
COCC(=O)N1CCC(c2ccn3ncc(C(=O)N4CCOCC4)c3c2)CC1	1	2

# Complete entries, looked up by structure. Screens in order: Pf apPOL inh	mHTT-CaM PPI inh
# Shown for CC(=O)NC12CC3CC(C)(C1)CC(NC(C)=O)(C3)C2 = 4	-6
# Shown for Cc1cc(NC(=O)CSc2nc3n[nH]c(C)c3c(=N)n2-c2ccc(Cl)c(C)c2)no1 = 1	48
# Shown for COc1cccc2c1Oc1ccccc1N=C2N1CCN(C(=O)CC(C)(C)C)CC1 = 4	36
# Shown for N#C/C(C(N)=O)=C1/C(=O)Nc2ccc(Br)cc21 = -2	20
# Shown for COc1ccc(NC(=O)COc2ccc(Br)c(C)c2)cc1OC = -5	-5

# Screens from PubChem BioAssay.
